SRC1 inh: SRC1 coactivator transcriptional activity inhibitors, primary screen, cell-based, luminescence | HEK293 GAL4-SRC1 luciferase reporter | inhibition, % at 3.6 µM | hit rate 0.12% among 360,000;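 active means inhibition above the campaign mean plus 3 SD, with each screening campaign given its own cutoff, cut at about 60% in these data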;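 further: 0% = DMSO treated cells and 100% = gossypol at 36 µM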
TWEAK Fn14 block: inhibitors of TWEAK-Fn14 signaling, primary screen, luciferase reporter cells, uHTS; hit rate 2% among 360,000; AID 1159606, 2016; inhibition, % at 10 µM; TWEAK-stimulated Fn14 reporter cells, luciferase luminescence, 8 h; in the data active means inhibition above about 50%
C8 TRAIL sens: viability loss with TRAIL in NB7+C8 cells, primary screen, TRAIL sensitizer project, cell-based, ATPlite luminescence; hit rate 1% among 360,000; inhibition (viability loss, TRAIL sensitization), % at 10 µM;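 active means compounds causing at least 50% loss of cell viability in the single-dose screen, relative to plate controls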
TROY signal inh: inhibitors of TROY-driven NF-kB signaling, primary screen, Q293 LMP1-TROYcd cells, NF-kB luciferase, uHTS | Q293 LMP1-TROYcd NF-kB luciferase reporter, 4 h | inhibition, % at 10 µM | hit rate 0.98% among 360,000 | AID 1347056, 2019;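 active means compounds whose plate-normalised and pattern-corrected inhibition of the luciferase reporter signal at the single screening dose is 50% or more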
LRH-1 inv ag: LRH-1 (NR5A2) inverse agonists, primary screen, cell-based, luminescence, HEK293T, StAR-luciferase reporter; inhibition, % at 3.6 µM; Nuclear receptor subfamily 5 group A member 2 (Homo sapiens), O00482; hit rate 0.13% among 360,000; AID 602396, 2012; LRH-1 transfected, 24 h;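 active means inhibition above the mean inhibition of all tested compounds plus 3 SD, cut at about 73% in these data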;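 further: 0% = DMSO wells and 100% = reporter-only cells lacking LRH-1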
Target sequence (O00482 whole entry, looked up): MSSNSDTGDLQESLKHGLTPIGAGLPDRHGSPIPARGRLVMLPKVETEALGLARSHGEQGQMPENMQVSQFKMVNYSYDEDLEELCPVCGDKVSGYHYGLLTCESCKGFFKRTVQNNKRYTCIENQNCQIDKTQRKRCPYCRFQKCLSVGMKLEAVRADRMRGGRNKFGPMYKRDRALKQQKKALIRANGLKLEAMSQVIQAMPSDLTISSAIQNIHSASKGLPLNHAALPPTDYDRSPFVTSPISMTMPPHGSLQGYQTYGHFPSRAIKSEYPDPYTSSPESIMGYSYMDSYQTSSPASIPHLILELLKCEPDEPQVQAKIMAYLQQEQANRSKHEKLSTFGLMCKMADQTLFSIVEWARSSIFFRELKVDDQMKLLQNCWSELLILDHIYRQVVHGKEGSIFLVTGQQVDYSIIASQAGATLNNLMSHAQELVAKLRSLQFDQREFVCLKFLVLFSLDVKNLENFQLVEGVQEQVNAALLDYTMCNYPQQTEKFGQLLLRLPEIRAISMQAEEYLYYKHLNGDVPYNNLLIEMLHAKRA
Shn3 3UTR inh: reduction of Shn3 3'UTR firefly luciferase signal, primary screen, Schnurri-3 inhibitor project, cell-based, Clone20 osteoblasts, set 2; Clone20 osteoblast Shn3 3'UTR firefly luciferase, 24 h; inhibition, % at 12.5 µM; hit rate 0.52% among 360,000; AID 588674, 2011;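 active means mean inhibition of at least 75% with every replicate also reaching 75%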;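 further: 0% = median of neutral control wells and 100% = pilot-screen positive control compound; some compounds past the cut are filed as inactive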
KKLEB tox: cytotoxicity in KKLEB CF airway cells, primary screen, cytotoxicity control for CF NF-kB inhibitor project, cell-based, uHTS, fluorescence assay plates; KKLEB CF airway cells viability, ATPlite luminescence, overnight; hits give low values; cells stimulated with P. aeruginosa culture filtrate; activity change (cytotoxicity), % at 5 µM; hit rate 0.36% among 360,000;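 active means corrected activity change at or below -50% at 5 µM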
EBV LMP1 NFkB: EBV LMP1-driven NF-kappaB luciferase reporter inhibitors, primary screen, cell-based, luminescence, single point. hit rate 0.69% among 350,000. inhibition, % at 12.5 µM. LMP1-induced NF-kappaB luciferase reporter cells; in the data active means inhibition above about 41%;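 further: 0% = neutral control wells and 100% = reference inhibitor control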
NCOA3 inh: SRC3 coactivator transcriptional activity inhibitors, primary screen, cell-based, luminescence. Nuclear receptor coactivator 3 (Homo sapiens), Q9Y6Q9. HEK293 GAL4-SRC3 luciferase reporter. inhibition, % at 3.6 µM. hit rate 0.17% among 360,000. AID 588352, 2011;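 active means inhibition above a per-campaign cutoff, the mean of all compounds plus 3 SD, cut at about 60% in these data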;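 further: 0% = DMSO-treated cells and 100% = gossypol-treated cells at 36 µM; higher means less SRC3-driven luciferase light from the GAL4 reporter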
CF NFkB block: inhibitors of PAF-induced NF-kB signaling, primary screen, cell-based, GFP fluorescence, uHTS; KKLEB NF-kB-GFP reporter, GFP fluorescence overnight; inhibition, % at 5 µM; hit rate 0.86% among 360,000; AID 588850, 2011;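 active means at least 50% inhibition at 5 µM, scaled per plate between neutral and stimulator controls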;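 further: PAF is a Pseudomonas aeruginosa culture filtrate used as stimulus; plate controls were PAF-stimulated DMSO wells for no effect and unstimulated DMSO wells for full effect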
NR2F2 inh: NR2F2 transcriptional activity inhibitors, primary screen, cell-based, luciferase reporter, HEK293T, luminescence | HEK293T NGFI-A luciferase reporter | inhibition, % at 8.6 µM | hit rate 0.7% among 370,000 | AID 686940, 2013;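 active means inhibition above a per-plate cutoff, mean inhibition of test wells between control levels plus 3 SD, cut at about 38% in these data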;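 further: cells cotransfected with COUP-TFII expression vector driving the NGFI-A reporter; 0% = median of COUP-TF2 test wells and 100% = reporter-only cells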
Target sequence (P24468 whole entry, looked up): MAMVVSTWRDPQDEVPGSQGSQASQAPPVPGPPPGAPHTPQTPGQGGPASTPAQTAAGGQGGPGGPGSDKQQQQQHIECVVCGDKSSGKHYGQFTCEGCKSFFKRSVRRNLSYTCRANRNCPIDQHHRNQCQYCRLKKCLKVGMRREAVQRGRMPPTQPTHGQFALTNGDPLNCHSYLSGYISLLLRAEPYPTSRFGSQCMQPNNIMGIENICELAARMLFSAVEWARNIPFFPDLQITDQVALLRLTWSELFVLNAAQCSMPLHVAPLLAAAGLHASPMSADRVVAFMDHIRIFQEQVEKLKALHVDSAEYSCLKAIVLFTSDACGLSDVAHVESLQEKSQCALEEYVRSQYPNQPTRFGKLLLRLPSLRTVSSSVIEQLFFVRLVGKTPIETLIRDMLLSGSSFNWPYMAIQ
The depositor's hits bear a star; . = no result given; & = joins results of further samples. These rows are one share of the data; count on the stated rates, not on these rows.

SMILES	SRC1 inh	TWEAK Fn14 block	C8 TRAIL sens	TROY signal inh	LRH-1 inv ag	Shn3 3UTR inh	KKLEB tox	EBV LMP1 NFkB	NCOA3 inh	CF NFkB block	NR2F2 inh
COc1cc2oc(=O)ccc2cc1-c1c(OC)ccc2ccc(=O)oc12	6	0	26	-2	11	9	12	24	4	-14	-6
COc1cc(C)c(NC(c2ccccc2)c2ccccc2)cc1OC	1	11	1	11	-15	18	-34	0	-3	18	4
Cc1nc2c3ccccc3nc(NNC(=O)CCC(=O)NCCC(C)C)n2n1	-7	-3	-12	10	14	-41	-5	-4	-7	0	-5
COC(=O)C[C@H]1C[C@@H]2c3cc(NC(=O)Nc4ccccc4)ccc3O[C@@H]2[C@@H](CO)O1	5	-2	1	7	3	-11	6	-1	-13	-2	4
CCN1C(=O)[C@H]2[C@@H](c3ccc(-c4cccc(Cl)c4)c(OC)c3)N3CCCC[C@@]3(C(=O)OC)[C@H]2C1=O	7	14	22	-4	-7	24	4	-6	8	-14	10
COc1ccc(N(CC(=O)NCc2ccccc2)C(=O)Cn2nnc(-c3ccccc3F)n2)cc1OC	-33	3	-1	-5	0	2	-4	1	7	0	-11
Cc1c(C(=O)O)oc2ccc(S(=O)(=O)N(CC(C)C)CC(C)C)cc12	-2	2	4	11	14	-1	7	-2	10	3	-7
CCOC(=O)c1ccc(NC(=O)N2CCN(CCc3ccccc3)CC2)cc1	-23	-19	-6	-9	-6	-6	-27	1	-20	20	-21
CC(C)C[C@H]1COc2cccc(N3CCN(Cc4ccccc4F)CC3)c2S(=O)(=O)N1	.	13	-11	17	6	.	.	.	.	.	-2
NC(=O)c1cccc(NC(=O)CCCCC(=O)Nc2cccc(C(N)=O)c2)c1	-2	8	-12	-10	10	-3	6	-3	-9	-15	-14
Cc1cc(Cl)nc2ccc(Cc3ccc4nc(Cl)cc(C)c4c3)cc12	5	-2	6	14	8	64	-12	16	6	2	-17
COc1ccc(CNC(=O)c2cc(C3CC3)nc3c2cnn3C(C)C)cc1OC	-2	-3	-7	28	19	-9	0	3	16	-6	16
CN=C(NC1CCCCC1)c1ccc([N+](=O)[O-])cc1	-10	2	4	0	-10	-10	-4	-2	0	0	5
Cc1cc(OCC(=O)NCCc2c[nH]c3ccccc23)c2c(C)cc(=O)oc2c1	-7	-23	22	-5	4	-4	-3	-16	9	-14	10
CC(=O)NC(Cc1ccccc1)C(=O)NC1CCN(C(=O)c2cnccn2)CC1 (stereo not drawn)	-7	3	0	11	-12	5	16	-2	17	-18	-1
COc1cc(Nc2ccc(S(=O)(=O)N3CCN(C)CC3)cc2[N+](=O)[O-])cc(OC)c1	-12	3	-8	5	-16	-9	12	-6	-23	11	-1
O=C(CSC1=NS(=O)(=O)c2cc(F)ccc2N1)NCc1ccc(F)cc1	0	-6	-5	-4	-6	4	-9	-7	-2	-10	-16
O=C(Nc1ccc(Cl)cc1)c1ccc(OC2CSC2)cc1	-41	-18	6	-42	-37	-23	-12	-12	-22	6	-26
COc1cc(N2CCCC2)c(OC)cc1/C=C(/C#N)c1cccc(Br)c1	2	27	13	-23	-4	-2	7	-3	-3	-45	.
O=C(COc1ccccc1O)N1CCN(C(=O)c2ccco2)CC1	-7	3	-12	8	-10	12	3	14	-8	-14	-6
Cc1ccc(NC(=O)COC(=O)C2CCC(=O)N2)c([N+](=O)[O-])c1 (stereo not drawn)	1	14	13	-10	4	-22	3	2	17	2	-16
O=[N+]([O-])c1ccc(O)c2ncccc12	24	26	13	-15	9	57&3	4	33	29	-18	19
O=C(Cc1ccccc1F)NNC(=O)c1cccs1	-2	1	-9	-15	-5	-12	0	-11	-48	-18	-16
O=C(CN1C(=O)NC2(CCOc3ccccc32)C1=O)c1ccc(Cl)s1 (stereo not drawn)	-10	-7	-24	-9	-33	-7	-4	-1	10	3	21
CCCCCCSc1ccc([C@H]2N[C@@](Cc3ccccc3)(C(=O)OC)[C@H]3C(=O)N(C)C(=O)[C@@H]23)cc1	-8	0	8	0	-19	18	-5	-1	11	-6	19
CN(CC(=O)O/N=C(\N)c1ccccn1)S(=O)(=O)c1ccccc1	-22	3	7	-1	9	-42	-1	-2	4	4	-9
CCOc1ccc(N2CC(C(=O)Nc3ccccc3N3CCCC3)CC2=O)cc1 (stereo not drawn)	-24	-2	18	14	6	3	-22	-13	7	26	6
CCOC(=O)c1ccc(N2C(=O)C(O)=C(C(C)=O)C2c2ccc([N+](=O)[O-])cc2)cc1 (stereo not drawn)	-12	9	5	9	-15	6	-2	2	9	7	-1
COc1ccc(CCC2(C)NC(=O)N(C(C)C(=O)Nc3ccccc3F)C2=O)cc1 (stereo not drawn)	-12	-3	-24	-12	-11	3	4	-1	12	-14	28
CC(=O)c1cccc(NC(=O)CNC(=O)Cc2cccc3ccccc23)c1	3	4	13	-17	11	-7	0	-2	21	-26	5

2 records picked at random from the list so far, as already listed:
SMILES	SRC1 inh	TWEAK Fn14 block	C8 TRAIL sens	TROY signal inh	LRH-1 inv ag	Shn3 3UTR inh	KKLEB tox	EBV LMP1 NFkB	NCOA3 inh	CF NFkB block	NR2F2 inh
O=C(Nc1ccc(Cl)cc1)c1ccc(OC2CSC2)cc1	-41	-18	6	-42	-37	-23	-12	-12	-22	6	-26
O=[N+]([O-])c1ccc(O)c2ncccc12	24	26	13	-15	9	57&3	4	33	29	-18	19

(cont.)
SMILES	SRC1 inh	TWEAK Fn14 block	C8 TRAIL sens	TROY signal inh	LRH-1 inv ag	Shn3 3UTR inh	KKLEB tox	EBV LMP1 NFkB	NCOA3 inh	CF NFkB block	NR2F2 inh
CSc1ccc(C(=O)C2CCCN(Cc3cccn3-c3cccnc3)C2)cc1 (stereo not drawn)	-9	7	2	-3	20	-23	-7	-5	14	9	3
CN(C)CCCNC(=S)N1CCC(C(=O)c2ccc(Cl)cc2)CC1	-3	-18	10	1	-1	12	-8	-6	6	-5	7
O=C(C1CCN(S(=O)(=O)c2ccccc2[N+](=O)[O-])CC1)N1CCOCC1	-8	0	-1	8	1	-1	-2	1	9	10	4
COc1ccc(N(CC(=O)Nc2ccc(Cl)cc2)S(=O)(=O)c2c(C)n[nH]c2C)cc1	-10	6	25	-13	-13	-22	1	-1	-10	12	6
Cc1nc(N2CCN(c3ccccn3)CC2)c2c(C)c(C(=O)Nc3c(F)cc(F)cc3Br)sc2n1	-4	65*	16	28	-25	50	-25	8	7	22	42*
CC(=O)Cn1c(N2CCC(Cc3ccccc3)CC2)nc2c1c(=O)[nH]c(=O)n2C	-7	-1	-1	7	8	8	-1	-7	8	1	10
CCCCNc1ccc(C(CC(N)=O)NC(=O)Cc2cccc3ccccc23)cc1[N+](=O)[O-] (stereo not drawn)	3	-6	-21	-3	-24	5	-4	3	3	-20	5
CN(c1ccccc1)S(=O)(=O)c1ccc(NC(=S)Nc2ccccc2)cc1	-24	8	16	-11	10	-2	-10	-7	19	3	-10
Cc1cc(OCC(=O)NCCO)ccc1Cl	2	-4	4	9	5	0	-13	-1	4	4	-31
CC1CCCCC1NC(=O)CSc1nnnn1-c1ccccc1 (stereo not drawn)	-16	5	1	-2	-22	0	7	-9	9	10	8
O=C(Nc1cc(Cl)ccc1Cl)P(=O)(O)c1ccccc1	-19	1	-6	-7	4	-11	-1	-16	2	3	3
COc1cccc(CNC(=O)c2cc(=O)[nH]c3ccc(S(=O)(=O)N4CCOCC4)cc23)c1	-9	-12	6	8	14	-1	-27	-7	22	13	-16
O=[N+]([O-])c1ccc(-c2ccc(/C=N/Nc3nc(NCc4ccccc4)nc(N4CCOCC4)n3)o2)cc1	-19	-6	-10	-26	22	-2	-90*	-83	0	51*	6
Cc1cc2c(NCC(C)O)ncnc2s1 (stereo not drawn)	3	-2	2	-4	-16	-15	3	3	5	6	15
CCn1c(SCC(=O)NC(C)(C)C)nnc1-c1ccoc1C	-18	-7	9	-1	1	14	6	0	-23	-4	-2
CCN(CC)C(=O)c1ccc2c3c(cccc13)C(=O)N(CCc1ccc(OC)c(OC)c1)C2=O	24	39	24	35	18	24	-6	0	26	4	.
Cc1ccc(S(=O)(=O)CC(=O)c2ccc(C(C)(C)C)cc2)cc1	-15	-15	-9	-63	19	11	-1	-2	-3	9	5
Nc1nc(COc2ccccc2C=O)nc(Nc2ccccc2)n1	-20	6	-5	1	-23	-21	12	-3	5	-1	-12
CC1CCN(c2ccc(C(=O)O)cc2NS(=O)(=O)c2ccc(Br)cc2)CC1	-20	-2	-8	-14	2	-4	4	6	2	-16	22
O=C1N2CCSC2=NC1(Nc1ccccn1)C(F)(F)F (stereo not drawn)	2	-5	-7	-3	15	2	-6	-6	15	11	9
CCOC(=O)C1CCCN(C(=O)c2ccccc2OC(F)(F)F)CC1 (stereo not drawn)	13	-5	-6	-6	-3	0	8	.	7	8	6
COC(=O)c1cccc(CN2C(=O)SC(Nc3ccc(C)cc3)C2=O)c1 (stereo not drawn)	-20	-18	-16	18	26	-10	5	-11	-1	-8	8
CC(=O)C1=C(O)C(=O)N(CCc2ccccc2)C1c1ccccc1[N+](=O)[O-] (stereo not drawn)	-14	11	-10	-2	-2	7	7	-3	-3	-8	6
O=C(Cc1ccccc1)NC1CCCCC1	-6	-12	6	-13	-8	0	-5	.	3	13	-24
Cc1cccc(-c2noc(CCCOc3ccc(Cl)cc3Cl)n2)c1	-4	-12	0	0	3	-10	6	-2	4	-1	5
COc1ccccc1N1CCN(C(=O)N2CCOCC2)CC1	-15	4	6	7	-37	-13	-5	5	-5	4	-9
CC(=O)N1c2ccccc2[C@@H](C)[C@@H]1C	-18	5	-3	-17	-5	-28	1	0	-46	0	-3
O=C(c1cccs1)n1nc(-c2ccccc2)nc1NCc1ccc(F)cc1	4	1	-15	-6	5	-19	-18	4	6	17	-4
O=c1c2ccccc2nc(COc2ccccc2)n1/N=C/c1cc([N+](=O)[O-])ccc1O	-13	36	7	8	-19	60	-5	0	20	-4	5
CC1(C)NS(=O)(=O)Oc2ccccc21	-5	5	10	3	5	-14	-5	-6	13	8	3
COc1ccccc1C(=O)Nn1c(C2CCC2)nc2ccccc2c1=O	4	5	-2	-1	-1	-21	14	-2	21	-7	3
Cc1cc(Oc2ccccc2)nc(SCC(=O)Nc2ccc(Cl)c(Cl)c2)n1	5	8	-2	43	-20	29	8	3	-1	12	6
Cc1cc(Cl)ccc1C(=O)C1CCCN(C(=O)c2cscn2)C1 (stereo not drawn)	-3	12	4	8	14	-11	-4	3	16	-3	15
Cc1c(Cl)cccc1NC(=O)N1CCN(C(=O)c2ccco2)CC1	16	6	-19	0	14	14	-3	1	4	13	5
COc1cc(C(=O)N2CCN(c3cccc(Cl)c3)CC2)ccc1OCC(=O)N1CCOCC1	0	-5	4	-10	2	9	0	10	3	1	-8

Screening data deposited in PubChem by several laboratories.
